Assay outcomes deposited in PubChem by several laboratories.
MEX-5 binding = C. elegans MEX-5 TCR-2 RNA binding activity; Q9XUB2; MEX-5/FITC-TCR2 RNA binding, fluorescence polarization; hits give low values; activity score (negative = inhibition of binding), % at 10 µM; 0.38% of 300,000 active;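 active means inhibition past about -25% in most replicates, and total fluorescence under double the plate's negative control median, limit read from the data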;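 further: 0% = DMSO and -100% = 5 µM competing unlabeled TCR2 RNA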
EBNA-1 inh = blocks EBNA-1 binding to DNA. EBNA-1 DNA binding, fluorescence polarization. inhibition, % at 14.8 µM. 0.34% of 300,000 active. AID 1950; in the data active means inhibition above about 28%
BCLXL inh = inhibitors of human Bcl-xL. inhibition, % at 10.9 µM. 0.7% of 320,000 active. GST-Bcl-xL / FITC-Bim BH3 peptide fluorescence polarization;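 active means inhibition above the mean of all tested compounds plus 3 SD, cutoff set per campaign, cut at about 30% in these data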;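 further: 0% = DMSO wells and 100% = unlabeled Bim-BH3 peptide competitor; inhibitors lower millipolarization by displacing the labeled peptide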
Target sequence (Q07817 whole entry, looked up): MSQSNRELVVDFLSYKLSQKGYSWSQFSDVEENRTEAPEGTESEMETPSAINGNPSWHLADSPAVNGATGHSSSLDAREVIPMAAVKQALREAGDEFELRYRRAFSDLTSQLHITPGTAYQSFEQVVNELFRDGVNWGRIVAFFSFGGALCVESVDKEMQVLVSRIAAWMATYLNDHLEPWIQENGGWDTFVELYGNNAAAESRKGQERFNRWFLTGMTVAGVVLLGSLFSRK
MCL1 BIM primary = MCL1-BIM-BH3 interaction inhibition (human) | Q07820 | AID 2057 | GST-MCL1 / FITC-Bim-BH3 fluorescence polarization | inhibition, % at 10.9 µM | 0.68% of 320,000 active;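 active means inhibition above the mean inhibition of all tested compounds plus 3 SD, set per campaign, cut at about 40% in these data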;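 further: 0% = DMSO wells and 100% = unlabeled Bim-BH3 peptide control; higher means more loss of mP so more displacement of Bim peptide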
Target sequence (Q07820 whole entry, looked up): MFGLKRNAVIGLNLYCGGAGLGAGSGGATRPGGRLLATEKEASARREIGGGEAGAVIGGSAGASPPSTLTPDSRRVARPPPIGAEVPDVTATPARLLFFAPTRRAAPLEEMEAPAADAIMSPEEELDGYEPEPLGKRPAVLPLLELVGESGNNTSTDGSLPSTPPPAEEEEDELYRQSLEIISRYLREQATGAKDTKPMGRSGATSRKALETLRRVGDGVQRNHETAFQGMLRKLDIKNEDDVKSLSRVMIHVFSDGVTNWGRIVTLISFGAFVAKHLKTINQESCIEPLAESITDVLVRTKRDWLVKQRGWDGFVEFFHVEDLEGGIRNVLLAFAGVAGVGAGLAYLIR
Fam108B counter = Fam108B inhibition, counter-screen for RBBP9 inhibitors. recombinant Fam108B, FP-Rh probe fluorescence polarization. inhibition, % at 9.51 µM. 0.33% of 300,000 active. AID 1947;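 active means inhibition above the screen mean inhibition plus 3 SD, computed separately per campaign, cut at about 18% in these data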;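 further: inhibitors lower polarization as less probe binds the enzyme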
GLD-1 RNA inh = GLD-1-TGE RNA interaction inhibition (C. elegans); Q17339; purified GLD-1 + fluorescein TGE RNA, fluorescence polarization; inhibition, % at 5.96 µM; 0.44% of 320,000 active; AID 2280;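 active means percent inhibition above a per-plate cutoff, the plate mean of test compounds plus 3 SD, cut at about 30% in these data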;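 further: 0% = DMSO wells with GLD-1 and probe and 100% = wells lacking GLD-1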
Efflux pump inh = blocks antifungal efflux pumps in multiplex yeast assay; inhibition, % at 10 µM; S. cerevisiae Candida pump triplex, Nile Red efflux; 0.44% of 330,000 active;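 active means plate passing quality check with inhibition over a set limit, or well fluorescence over plate mean plus 4 SD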;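 further: Nile Red retained in pooled yeast measured as flow cytometry median fluorescence; 0% = buffer negative control and 100% = Enniatin B positive control; higher means more Nile Red kept so more efflux inhibition; some compounds called inactive have numbers as strong as hits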
Yeast superoxide = yeast age-related superoxide inhibition as caloric restriction mimetic; S. cerevisiae aged cells, superoxide DHE fluorescence; hits give low values; superoxide response (% of plate mean), % at 10 µM; 0.18% of 330,000 active;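 active means superoxide response under a set limit, about three screen SD below normal, cut at about 65% in these data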;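 further: yeast aged for seven days with compound at 30 °C before DHE staining; 100% = average MFI of all compound-treated wells on the plate with controls excluded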
ZTA DNA inh = counter-screen for EBNA-1 inhibitors: inhibitors of Epstein-Barr virus ZTA | P03206 | ZTA-DNA binding, fluorescence polarization | inhibition, % at 11 µM | 0.15% of 320,000 active | AID 2234; in the data active means inhibition above about 33%
Target sequence (P03206 whole entry, looked up): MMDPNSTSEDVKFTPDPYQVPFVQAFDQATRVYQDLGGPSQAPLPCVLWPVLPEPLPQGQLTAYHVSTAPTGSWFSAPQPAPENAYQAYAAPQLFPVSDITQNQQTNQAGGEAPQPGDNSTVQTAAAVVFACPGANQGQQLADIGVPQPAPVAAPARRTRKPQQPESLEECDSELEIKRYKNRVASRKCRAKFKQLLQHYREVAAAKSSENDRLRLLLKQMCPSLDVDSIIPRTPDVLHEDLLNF
The depositor's hits bear a star.

Screening CCOc1cc(-c2cc(-c3ccc(N)cc3)nc(N)c2C#N)ccc1O returned MEX-5 binding 0.8, EBNA-1 inh 7, BCLXL inh 1, MCL1 BIM primary -6, Fam108B counter 14, GLD-1 RNA inh 2, Efflux pump inh 0.1, Yeast superoxide 96 and ZTA DNA inh 0.
CCOC(=O)/C(=N\Nc1ccccc1Cl)N(C)C1CCS(=O)(=O)C1 (configuration not stated) was read as MEX-5 binding -1.1, EBNA-1 inh 0, BCLXL inh -1, MCL1 BIM primary -3, Fam108B counter -2, GLD-1 RNA inh 2, Efflux pump inh -0.1, Yeast superoxide 96 and ZTA DNA inh 7.
For COc1ccc(/C=C/C(=O)O)cc1S(=O)(=O)NCc1cccnc1 the results were MEX-5 binding -0.3, EBNA-1 inh 5, BCLXL inh 9, MCL1 BIM primary 13, Fam108B counter 1, GLD-1 RNA inh 8, Efflux pump inh 0.0, Yeast superoxide 99 and ZTA DNA inh 16.
Oc1c(CN2CCOCC2)cc(COCc2ccccc2)c2cccnc12 was read as MEX-5 binding -3.8, EBNA-1 inh -4, BCLXL inh 7, MCL1 BIM primary 12, Fam108B counter 1, GLD-1 RNA inh 4, Efflux pump inh 0.0, Yeast superoxide 102 and ZTA DNA inh 17.
Cc1cccc(NC(=O)CNC(=O)N2CC(=O)Nc3ccccc32)c1C was read as MEX-5 binding 1.6, EBNA-1 inh -1, BCLXL inh -1, MCL1 BIM primary -2, Fam108B counter -3, GLD-1 RNA inh 0, Efflux pump inh 0.3, Yeast superoxide 80 and ZTA DNA inh 2.
For CNC(=S)NNC(=O)c1cccn(Cc2ccccc2)c1=O the results were MEX-5 binding -1.9, EBNA-1 inh 4, BCLXL inh -3, MCL1 BIM primary 5, Fam108B counter -1, GLD-1 RNA inh 3, Efflux pump inh 0.0, Yeast superoxide 96 and ZTA DNA inh 13.
O=C(O)/C=C/C(=O)Nc1nccs1 was read as MEX-5 binding -0.1, EBNA-1 inh 0, BCLXL inh 6, MCL1 BIM primary 2, Fam108B counter 2, GLD-1 RNA inh -3, Efflux pump inh 1.5, Yeast superoxide 100 and ZTA DNA inh 11.
For CCOc1nc(NCCO)nc(Nc2ccc([N+](=O)[O-])cc2)n1 the results were MEX-5 binding -0.2, EBNA-1 inh -7, BCLXL inh -2, MCL1 BIM primary -6, Fam108B counter -4, GLD-1 RNA inh 4, Efflux pump inh -0.5, Yeast superoxide 107 and ZTA DNA inh -6.
c1ccc(-c2csc(Nc3ccc4c(c3)OCCO4)n2)cc1 was read as MEX-5 binding -2.5, EBNA-1 inh 6, BCLXL inh 3, MCL1 BIM primary 6, Fam108B counter 3, GLD-1 RNA inh -5, Efflux pump inh 0.1, Yeast superoxide 93 and ZTA DNA inh 18.
`Cc1cnc(C(=O)OCC(=O)Nc2ccc(Br)c(C)c2)cn1` gave BCLXL inh 7, MCL1 BIM primary 8, GLD-1 RNA inh 0, Efflux pump inh -0.3, Yeast superoxide 88 and ZTA DNA inh 1.

Structural class: those above with a halogen.
CCOC(=O)/C(=N\Nc1ccccc1Cl)N(C)C1CCS(=O)(=O)C1 (configuration not stated) was read as MEX-5 binding -1.1, EBNA-1 inh 0, BCLXL inh -1, MCL1 BIM primary -3, Fam108B counter -2, GLD-1 RNA inh 2, Efflux pump inh -0.1, Yeast superoxide 96 and ZTA DNA inh 7.
`Cc1cnc(C(=O)OCC(=O)Nc2ccc(Br)c(C)c2)cn1` gave BCLXL inh 7, MCL1 BIM primary 8, GLD-1 RNA inh 0, Efflux pump inh -0.3, Yeast superoxide 88 and ZTA DNA inh 1.

Next part:
Cc1cc(OCC(=O)N(Cc2ccco2)C2CCS(=O)(=O)C2)cc(C)c1Cl (configuration not stated) was read as MEX-5 binding -2.5, EBNA-1 inh -3, BCLXL inh 5, MCL1 BIM primary 8, Fam108B counter 0, GLD-1 RNA inh 7, Efflux pump inh 0.0, Yeast superoxide 97 and ZTA DNA inh -8.
Screening COc1ccc(OC)c(NC(=O)CN2C(=O)COc3ccc(S(=O)(=O)N4CCCC4)cc32)c1 returned MEX-5 binding 1.7, EBNA-1 inh -2, BCLXL inh 2, MCL1 BIM primary -2, Fam108B counter -4, GLD-1 RNA inh 7, Efflux pump inh 0.1, Yeast superoxide 107 and ZTA DNA inh -1.
Screening O=C(NCC1CC1)Nc1cccs1 returned MEX-5 binding 1.6, EBNA-1 inh 5, BCLXL inh 2, MCL1 BIM primary 10, Fam108B counter 2, GLD-1 RNA inh 4, Efflux pump inh -0.1, Yeast superoxide 91 and ZTA DNA inh -17.
Screening C=CCNC(=O)CSc1nnc(-c2ccccc2Cl)n1-c1c(C)n(C)n(-c2ccccc2)c1=O returned MEX-5 binding -1.6, EBNA-1 inh 2, BCLXL inh -5, MCL1 BIM primary -3, Fam108B counter -3, GLD-1 RNA inh 6, Efflux pump inh -0.2, Yeast superoxide 81 and ZTA DNA inh -5.
For COc1ccc(C2Nc3ccc(Br)cc3C(c3ccccc3)N2CC(=O)O)cc1 (configuration not stated) the results were MEX-5 binding 4.6, EBNA-1 inh -5, BCLXL inh 5, MCL1 BIM primary 5, Fam108B counter -1, GLD-1 RNA inh 1, Efflux pump inh 0.0, Yeast superoxide 109 and ZTA DNA inh -9.
`COc1ccc2c(c1)c(C(=O)CN1CCc3ccccc3C1)c(C)n2C` gave MEX-5 binding -3.5, EBNA-1 inh 3, BCLXL inh -1, MCL1 BIM primary -17, Fam108B counter 7, GLD-1 RNA inh -6, Efflux pump inh 0.1, Yeast superoxide 113 and ZTA DNA inh -7.
Screening CCCC(=O)Nc1cc(C)c(NC(=O)Cc2ccccc2)cn1 returned MEX-5 binding -3.7, EBNA-1 inh -15, BCLXL inh 8, MCL1 BIM primary 9, Fam108B counter 5, GLD-1 RNA inh 6, Efflux pump inh 0.2, Yeast superoxide 95 and ZTA DNA inh -7.
`O=C(Cn1cnnn1)Nc1cccc(S(=O)(=O)N2CCCCC2)c1` gave MEX-5 binding -0.9, EBNA-1 inh 3, BCLXL inh 3, MCL1 BIM primary 0, Fam108B counter 0, GLD-1 RNA inh 3, Efflux pump inh 0.1, Yeast superoxide 102 and ZTA DNA inh 4.
Screening COc1ccc(NC(=O)CN(C)C(=O)CSCC(=O)Nc2ccc(C)cc2)cc1 returned MEX-5 binding 0.8, EBNA-1 inh 2, BCLXL inh -12, MCL1 BIM primary -14, Fam108B counter -6, GLD-1 RNA inh 2, Efflux pump inh 0.1, Yeast superoxide 118 and ZTA DNA inh 10.
For CCCCC(CC)C(=O)Nc1ccc(C#N)cc1 (configuration not stated) the results were MEX-5 binding 0.5, EBNA-1 inh 3, BCLXL inh 1, MCL1 BIM primary -4, Fam108B counter -3, GLD-1 RNA inh 5, Efflux pump inh 0.2, Yeast superoxide 85 and ZTA DNA inh -5.
Screening COc1ccccc1NC(=O)C(C)OC(=O)CCNS(=O)(=O)c1cccc(C(F)(F)F)c1 (configuration not stated) returned BCLXL inh -3, MCL1 BIM primary -2, GLD-1 RNA inh 8, Efflux pump inh 0.0, Yeast superoxide 107 and ZTA DNA inh 2.
COC(=O)c1ccc(-c2ccc(Cl)cc2)nc1C was read as MEX-5 binding 0.7, EBNA-1 inh -12, BCLXL inh -5, MCL1 BIM primary -7, Fam108B counter -5, GLD-1 RNA inh -1, Efflux pump inh -0.1, Yeast superoxide 97 and ZTA DNA inh -7.
CN1C(N)=NC(=O)/C1=C/c1ccccc1F was read as MEX-5 binding 2.1, EBNA-1 inh -13, BCLXL inh -4, MCL1 BIM primary 0, Fam108B counter 2, GLD-1 RNA inh 1, Efflux pump inh -0.1, Yeast superoxide 97 and ZTA DNA inh -2.
Screening CCCCn1c(SCC(=O)N2CCCC2)nc2c1c(=O)n(C)c(=O)n2C returned EBNA-1 inh -1, BCLXL inh 0, MCL1 BIM primary 0, Fam108B counter -1, GLD-1 RNA inh 2, Efflux pump inh 0.3, Yeast superoxide 97 and ZTA DNA inh 7.
O=C(CCc1ccccc1)NNC(=S)NCc1ccc(Cl)cc1 was read as MEX-5 binding 0.1, EBNA-1 inh 4, BCLXL inh 4, MCL1 BIM primary 4, Fam108B counter 3, GLD-1 RNA inh -2, Efflux pump inh 0.1, Yeast superoxide 100 and ZTA DNA inh -14.
Screening CCOc1ccc(N(CC(=O)NCc2ccco2)S(C)(=O)=O)cc1 returned MEX-5 binding 1.5, EBNA-1 inh 3, BCLXL inh -2, MCL1 BIM primary -8, Fam108B counter 4, GLD-1 RNA inh -1, Efflux pump inh 0.0, Yeast superoxide 93 and ZTA DNA inh -9.
COC(=O)c1c(-c2ccccc2Cl)noc1/C=C/N(C)C was read as MEX-5 binding 7.9, EBNA-1 inh 10, BCLXL inh -99, MCL1 BIM primary -182, Fam108B counter 0, GLD-1 RNA inh -65, Efflux pump inh 0.1, Yeast superoxide 89 and ZTA DNA inh 5.
COc1ccc(C)cc1NC(=O)c1cc2c(CO)cnc(C)c2oc1=N was read as MEX-5 binding 2.1, EBNA-1 inh 11, BCLXL inh 5, MCL1 BIM primary 4, Fam108B counter 0, GLD-1 RNA inh 2, Efflux pump inh -0.3, Yeast superoxide 122 and ZTA DNA inh -6.
`O=C(CCN1C(=O)COc2ccccc21)NCCCN1CCN(c2ccccc2F)CC1` gave MEX-5 binding 1.2, EBNA-1 inh -5, BCLXL inh 18, MCL1 BIM primary 26, Fam108B counter -1, GLD-1 RNA inh 31, Efflux pump inh 0.1, Yeast superoxide 113 and ZTA DNA inh 18.
`O=C(Nc1nccc(-c2cccs2)n1)c1cccs1` gave MEX-5 binding 1.3, EBNA-1 inh 3, BCLXL inh 5, MCL1 BIM primary -1, Fam108B counter 0, GLD-1 RNA inh -2, Efflux pump inh 0.1, Yeast superoxide 101 and ZTA DNA inh 16.
For Cc1sc2nc(C)n(/N=C/c3ccc(O)cc3O)c(=O)c2c1C the results were MEX-5 binding -1.4, EBNA-1 inh 8, BCLXL inh 6, MCL1 BIM primary 7, Fam108B counter -1, GLD-1 RNA inh -2, Efflux pump inh 0.0, Yeast superoxide 92 and ZTA DNA inh 18.
`Cc1ccc2cccc(Oc3nnnn3-c3ccccc3)c2n1` gave MEX-5 binding 0.9, EBNA-1 inh 7, BCLXL inh 0, MCL1 BIM primary 4, Fam108B counter 8, GLD-1 RNA inh 2, Efflux pump inh 0.1, Yeast superoxide 99 and ZTA DNA inh -4.
O=C(/C=C/c1cccc([N+](=O)[O-])c1)NCC1CCCO1 (configuration not stated) was read as MEX-5 binding 2.5, EBNA-1 inh 4, BCLXL inh 9, MCL1 BIM primary 5, Fam108B counter -8, GLD-1 RNA inh 5, Efflux pump inh 0.0, Yeast superoxide 103 and ZTA DNA inh -3.
`CCN(CC)c1ccc(NS(=O)(=O)c2ccc(-c3ccc(=O)[nH]n3)o2)c(C)c1` gave MEX-5 binding -0.2, EBNA-1 inh 3, BCLXL inh 32*, MCL1 BIM primary 32, Fam108B counter 0, GLD-1 RNA inh 4, Efflux pump inh 0.1, Yeast superoxide 116 and ZTA DNA inh 1.
O=C(CCC(=O)Nc1ccc(F)cc1)N/N=C/c1ccc(Br)cc1 was read as MEX-5 binding 0.2, EBNA-1 inh 21, BCLXL inh 5, MCL1 BIM primary 6, Fam108B counter 2, GLD-1 RNA inh 2, Efflux pump inh -0.2, Yeast superoxide 100 and ZTA DNA inh 11.
For Clc1ccc(OCc2nnc(-c3ccccc3Br)o2)cc1 the results were MEX-5 binding 5.0, EBNA-1 inh 13, BCLXL inh -1, MCL1 BIM primary 6, Fam108B counter -5, GLD-1 RNA inh 5, Efflux pump inh 0.1, Yeast superoxide 101 and ZTA DNA inh 5.
